DT40 TDP1 CPT: growth inhibition of DT40 Tdp1-/-;hTDP1 cells with camptothecin (screen for TDP1 inhibitors); chicken DT40 Tdp1-/-;hTDP1 cells + 20 nM CPT, ATP luminescence, 48 h; Potency, µM (top dose mostly 46.2 µM), inactives show at the top dose activity change, negative = growth inhibition, most hits filed as inhibitors; 420,000 compounds, 12% hits; note: nearly all actives have a fitted effect of over 55% in size
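Chicken DT40 Tdp1-/- cells complemented with human TDP1, 400 cells/well, exposed to compounds plus 20 nM camptothecin for at least 48 h at 37 C; viability read as ATP content by CellTiter-Glo luminescence.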
DT40 TDP1 no CPT: qHTS for Inhibitors of human tyrosyl-DNA phosphodiesterase 1 (TDP1): qHTS in cells in absence of CPT | DT40 Tdp1-/- hTDP1 cells, no CPT, ATP luminescence, 48 h | 420,000 compounds, 15% hits | Potency, µM (titrated, usually from 46.2 µM), for the others: top-dose activity change, negative = growth inhibition, hits mostly inhibitors | AID 686978, 2013; note: nearly all actives have a fitted effect of over 55% in size
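DT40 Tdp1-/-;hTDP1 cells, no CPT (DMSO vehicle only), 400 cells/well; compounds pin-transferred; ≥48 hr, 37 °C; CellTiter-Glo 30 min RT dark, luminescence read.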
GCN5L2 inh: GCN5L2 (KAT2A) acetyltransferase inhibition. GCN5L2 HAT assay, ThioGlo1 CoA-SH fluorescence. Potency, µM (top dose mostly 58.9 µM), for inactives: top-dose activity change, negative = inhibition, hits mostly inhibitors. 390,000 compounds, 0.21% hits. AID 504327
Target sequence (Q92830 whole entry, looked up): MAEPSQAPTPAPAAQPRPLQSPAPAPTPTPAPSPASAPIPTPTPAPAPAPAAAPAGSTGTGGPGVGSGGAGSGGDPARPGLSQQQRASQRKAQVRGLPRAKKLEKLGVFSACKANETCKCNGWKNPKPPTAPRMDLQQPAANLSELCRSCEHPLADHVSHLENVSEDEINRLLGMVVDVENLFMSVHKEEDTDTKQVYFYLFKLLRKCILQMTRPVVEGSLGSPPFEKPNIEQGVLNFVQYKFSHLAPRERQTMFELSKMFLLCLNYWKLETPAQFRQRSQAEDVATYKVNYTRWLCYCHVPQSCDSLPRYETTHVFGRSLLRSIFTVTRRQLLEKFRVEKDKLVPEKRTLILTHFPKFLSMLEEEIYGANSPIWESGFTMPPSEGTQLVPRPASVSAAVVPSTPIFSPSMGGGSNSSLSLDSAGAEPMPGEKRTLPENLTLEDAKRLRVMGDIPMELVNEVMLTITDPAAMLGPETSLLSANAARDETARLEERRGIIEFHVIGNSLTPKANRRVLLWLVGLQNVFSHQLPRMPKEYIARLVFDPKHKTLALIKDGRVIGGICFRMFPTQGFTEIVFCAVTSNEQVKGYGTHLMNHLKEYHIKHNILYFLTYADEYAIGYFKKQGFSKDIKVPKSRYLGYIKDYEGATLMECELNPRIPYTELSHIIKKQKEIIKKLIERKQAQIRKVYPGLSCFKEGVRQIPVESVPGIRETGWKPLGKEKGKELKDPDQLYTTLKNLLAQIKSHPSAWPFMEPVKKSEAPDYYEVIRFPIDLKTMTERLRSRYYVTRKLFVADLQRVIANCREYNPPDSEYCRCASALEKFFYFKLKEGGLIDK
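GCN5L2 (20nM final) in 50mM HEPES, 0.1mM EDTA pH 7.5, 0.01% Tween-20 was preincubated 15 min at room temperature with compound, then given ThioGlo1 (50uM), H3(1-25) peptide (75uM) and acetyl-CoA (70uM); CoA-thiol fluorescence (Ex340/Em540) was read at 0 and 20 min.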
* marks the source's active call; other numbers are inactive results; ? = inconclusive; . = no result given; [ ] = dose if it differs, or a comment. Calls come from the whole dose curve; as a rule, active = well fitted curve in the direction sought with a large enough effect; inconclusive = small, poorly fitted or top-dose-only effect, or another doubt; inactive = no such curve, though single readings can be large; an effect the other way counts as inactive or inconclusive. % is set by controls: 0 for no effect and ±100 for the full control effect; potency is the fitted concentration of half-maximal effect.

SMILES	DT40 TDP1 CPT	DT40 TDP1 no CPT	GCN5L2 inh
CN1C=CC(=O)[C@@H](OC(=O)Nc2ccc(Br)cc2)[C@H]1c1ccccc1Br	?	15µM*	.
O=C(C#Cc1ccccc1)c1ccco1	1.3µM*	0.58µM*	-5%
CC(=O)Nc1cccc(C(=O)OCC(=O)NC(=O)NC2CCCC2)c1	?	?	.
Cc1noc(C)c1C(=O)N1CCC2(CCCN(c3ccccn3)C2)CC1	-2%	?	8%
CCOC(=O)c1ccccc1NC(=O)COC(=O)C(CC(C)C)NC(N)=O (centres undefined)	-3%	-8%	-4%
Cc1cccc(Cc2c(C)nc3nc(SCc4ccccc4Cl)nn3c2C)c1	23µM*	21µM*	-1%
CCOc1ccc(N(CC(=O)NC2CCCC2)C(=O)CCC(=O)Nc2nc(C)cs2)cc1	-12%	-23%	-1%
COc1ccc(NC(=O)c2ccccc2NC(=O)CSc2ccc(C)cc2)cc1	-29%	?	-6%
CC(C)C(OC(=O)c1cc2c(s1)CCCCC2)C(=O)NC(N)=O (centres undefined)	1%	-26%	48%[activator]
CCSc1nnc(NC(=O)CSc2nncc(=O)n2N)s1	?	?	-19%
O=C(CN1CCN(C(=O)c2ccco2)CC1)Nc1ccc(Br)cc1	8%	-12%	0%
COC(=O)c1ccc(/C=N/OCC(=O)NCCc2ccc(OC)c(OC)c2)cc1	-17%	-20%	-3%
COc1ccc(Cl)cc1-c1nc(SCC(=O)NC2CCS(=O)(=O)C2)n[nH]1 (centres undefined)	-4%	-14%	2%
CC1N=C(SCC(=O)c2ccc(F)cc2)N2C(C)N=C(SCC(=O)c3ccc(F)cc3)N12 (centres undefined)	4.1µM*	4.1µM*	.
O=C(O)c1cccc(NC(=S)N/N=C/c2c[nH]c3ccccc23)c1	10%	14%	-11%
CCNC(=O)Nc1cc(S(=O)(=O)Nc2ccc(OC)cc2)ccc1N1CCOCC1	2.3µM*	0.73µM*	-2%
COc1ccccc1Cc1nc(-c2ccc(C)cc2)no1	-29%	?	0%
O=C(NCCC(=O)N1CCCC1)c1ccccc1Cl	9%	18%	1%
CC(CCc1ccccc1)NC(=O)Cn1ncc2c3ccccc3n(Cc3cccc(Cl)c3)c2c1=O (centres undefined)	?	?	-25%
CCNc1c(NC(=O)c2cc(OCC)c(OCC)c(OCC)c2)c(=O)oc2ccccc12	?	?	-5%
O=C(Nc1c(F)cccc1F)C1CCN(C(=O)c2cccs2)CC1	10%	-13%	-1%
O=C(CSc1cn(CC(=O)N2CCOCC2)c2ccccc12)Nc1ccccc1F	-1%	-5%	-10%
CCC(=O)N(c1nnc(SCC(=O)c2ccc[nH]2)s1)C1CC1	9%	0%	-3%
CC(=O)c1c(C)[nH]c(C(=O)CN2C(=O)NC(CCc3ccccc3)C2=O)c1C (centres undefined)	?	-2%	-1%
Cc1ccc(S(=O)(=O)Nc2c(C)n(C)n(-c3ccccc3)c2=O)c(C)c1	18%	10%	-4%
CCCCN(C(=O)c1ccc(N2CCCC2=O)cc1)c1c(N)n(CCC)c(=O)[nH]c1=O	-15%	6.5µM*	-3%
COc1ccc(CNC(=O)C2CCN(S(=O)(=O)c3ccc(-c4nn[nH]n4)cc3)CC2)cc1	-5%	-12%	-2%
CCOC(=O)c1ccc(NC(=O)c2cc(C)nc3ccccc23)cc1	18%	4%	6%
c1ccc(-c2nnc(SCc3nnc(-c4cccs4)o3)o2)cc1	-23%	-27%	-3%
COc1ccc(S(=O)(=O)N2CCCCCC2)cc1C(=O)OCC(=O)NC1CCS(=O)(=O)C1 (centres undefined)	-4%	18%	-6%
CCc1ccc(OCC(=O)Nc2ccc(-c3cc4ccccc4oc3=O)c(OC)c2)cc1	6.5µM*	7.3µM*	-18%
Cc1ccc(OCC(=O)Nc2cccc(S(=O)(=O)N3CCOCC3)c2)c([N+](=O)[O-])n1	1%	?	-4%
COc1ccc2sc(N(Cc3cccnc3)C(=O)COc3ccccc3)nc2c1	?	?	-8%
CC(=O)Nc1ccc(S(=O)(=O)NCc2cn3c(C)csc3n2)cc1	-3%	-7%	-2%
Cc1cccc(C)c1OCc1nc2c3c(-c4ccccc4)c(-c4ccccc4)oc3ncn2n1	-4%	-11%	-7%
CC(C)CN(C(=O)COC(=O)c1ccc(Br)o1)c1c(N)n(Cc2ccccc2)c(=O)[nH]c1=O	-2%	5%	-10%
Cc1cc(C)cc(NC(=O)C2CCCN(S(=O)(=O)c3ccc4[nH]c(=O)ccc4c3)C2)c1 (centres undefined)	-16%	-5%	-3%
COc1ccc(C(=O)NNC(=O)c2cccc(F)c2)cc1	10%	-2%	0%
COc1ccc(N2CCN(C(=O)CNC(=O)c3nn(-c4ccc(OC)cc4)c(=O)c4ccccc34)CC2)cc1	?	18µM*	-12%
CCc1cc(C(=O)Nc2c(C)nn(Cc3ccccc3Cl)c2C)no1	?	?	-1%
O=[N+]([O-])c1ccc(CN2CCN(c3nc4ccccc4s3)CC2)cc1	-7%	-12%	-8%
Cc1ccc([C@@H]2CC=C(C(=O)O)[C@H](c3ccc(Br)cc3)N2S(=O)(=O)c2ccc(C)cc2)cc1	-28%	?	?
O=C(c1ccc(OC(F)(F)F)cc1)c1ncc[nH]1	1%	-1%	11%
CCOc1ccc(N(Cc2ccccc2)C(=O)c2nc(S(C)(=O)=O)ncc2Cl)cc1	0.58µM*	0.58µM*	-1%
O=C(NCc1ccccc1F)C1CCN(C(=O)NCc2ccccc2)CC1	-11%	-5%	-3%
OCCC1CN(Cc2cccn2-c2nccs2)CCN1Cc1ccccc1 (centres undefined)	-26%	-6%	-1%
COc1cccc2[nH]c3c(N4CCc5ccccc5C4)ncnc3c12	?	21µM*	1%
COc1ccc(NS(=O)(=O)c2ccc(SC)cc2)c(OC)c1	-27%	?	-26%
S=C(NCCc1ccccc1)Nc1ccc(Cl)cc1Cl	?	?	-4%
CCOc1cc(C(=O)N2CCc3c([nH]c4ccccc34)C2c2ccccc2)cc(OCC)c1OCC (centres undefined)	6.5µM*	5.8µM*	-7%

(more compounds)
SMILES	DT40 TDP1 CPT	DT40 TDP1 no CPT	GCN5L2 inh
O=C(NC(Cc1ccccc1)C(=O)O)/C(=C/c1ccc([N+](=O)[O-])cc1)NC(=O)c1ccccc1Br (centres undefined)	6%	1%	-3%
COc1cc2nc(CSc3nc(-c4ccc(F)cc4)cs3)[nH]c(=O)c2cc1OC	15µM*	?	-3%
COc1cc(OC)c(NC(=O)c2ccoc2C)cc1Cl	15µM*	?	1%
CCOC(=O)c1cc2c(ccc3ccccc32)oc1=O	12%	1%	-7%
CCOC(=O)N1CCN(C(=O)CSc2nnc(Cc3cccn3C)n2CCc2ccccc2)CC1	-3%	-7%	2%
Cc1nc2cnc(N3CCOCC3)nc2n(Cc2cccs2)c1=O	-12%	-12%	-3%
CCOc1ccc(-c2nnc(SCC(=O)NCc3ccc(C)cc3)nc2-c2ccc(OCC)cc2)cc1	?	13µM*	0%
Cc1nc2ncnn2c(N2CCCC(C(=O)Nc3ccccc3Br)C2)c1C (centres undefined)	?	15µM*	-4%
Cc1ccc(N2CC(C(=O)NCCN3CCOCC3)CC2=O)cc1C (centres undefined)	4%	-4%	-3%
Clc1ccc2nc(CSc3nnc4ccccn34)cn2c1	5%	0%	0%

An excerpt of these results, as a markdown table.
| structure | DT40 TDP1 CPT | DT40 TDP1 no CPT | GCN5L2 inh |
| --- | --- | --- | --- |
| CCOC(=O)c1cc2c(ccc3ccccc32)oc1=O | 12% | 1% | -7% |
| CCOC(=O)N1CCN(C(=O)CSc2nnc(Cc3cccn3C)n2CCc2ccccc2)CC1 | -3% | -7% | 2% |
| Cc1nc2cnc(N3CCOCC3)nc2n(Cc2cccs2)c1=O | -12% | -12% | -3% |
| CCOc1ccc(-c2nnc(SCC(=O)NCc3ccc(C)cc3)nc2-c2ccc(OCC)cc2)cc1 | ? | 13µM* | 0% |
| Cc1nc2ncnn2c(N2CCCC(C(=O)Nc3ccccc3Br)C2)c1C (centres undefined) | ? | 15µM* | -4% |
| Cc1ccc(N2CC(C(=O)NCCN3CCOCC3)CC2=O)cc1C (centres undefined) | 4% | -4% | -3% |
| Clc1ccc2nc(CSc3nnc4ccccn34)cn2c1 | 5% | 0% | 0% |

Remaining list, next part.
SMILES	DT40 TDP1 CPT	DT40 TDP1 no CPT	GCN5L2 inh
CC(C)(C)c1ccc(NS(=O)(=O)c2ccc(N)cc2)cc1	2%	?	-27%
Cc1ccccc1C(C(=O)NC1CCCCC1)N(C(=O)c1ccccn1)c1cccnc1 (centres undefined)	0%	1%	-2%
CCOc1ccccc1C(=O)Nc1nnc(SCC(=O)Nc2cc(C)on2)s1	-28%	-20%	-12%
Cc1ccc(C2C=CC(C#N)=CN2Cc2ccccc2)cc1 (centres undefined)	23µM*	?	.
Cc1ccc(C(=O)N=c2sccn2C)cc1S(=O)(=O)N1CCOCC1	?	?	1%
CC(CNC(=O)COC(=O)c1ccco1)c1ccccc1 (centres undefined)	0%	1%	-3%
Cc1nnsc1C(=O)NC1CCCc2c1cnn2-c1ccc(F)cc1F (centres undefined)	6.5µM*	5.8µM*	-9%
COc1ccc(N2CCN(C(c3cccs3)C(C)NS(C)(=O)=O)CC2)cc1 (centres undefined)	-18%	-4%	-10%
COc1ccc(CN2CCN(S(=O)(=O)c3ccccc3)CC2)cc1Br	?	?	1%
O=[N+]([O-])c1cc(C(F)(F)F)ccc1NCCc1c[nH]c2ccc(O)cc12	?	?	-19%
Nc1cc(=O)[nH]c(SCc2nc3ccccc3n2Cc2ccccc2)n1	0%	-5%	-1%
Cc1ccc(C(=O)c2c3ccc(C(F)(F)F)cc3[n+]([O-])n2CCCN)cc1	23µM*	23µM*	-6%
CCN(CC(=O)Nc1c(F)cccc1F)C(=O)CCc1nc2ccccc2c(=O)[nH]1	-8%	-6%	-22%
Cc1nc2ncnn2c(C)c1CCC(=O)N1CCN(c2ccccn2)CC1	-16%	-14%	0%
Cc1nn(CC#N)c(=O)n1-c1ccc(F)cc1	-6%	-20%	-1%
COC(=O)/C=C1/SC(=NC(=O)c2ccc(F)cc2)NC1=O	-6%	?	1%
COc1ccc(CCN2C(=O)COc3ccccc3C2C(=O)Nc2ccc3c(c2)OCCO3)cc1OC (centres undefined)	?	21µM*	.
OC(CNCc1ccco1)Cn1c2ccc(Br)cc2c2cc(Br)ccc21 (centres undefined)	15µM*	18µM*	-4%
C[C@]12CCC3c4ccc(OS(=O)(=O)O)cc4CCC3C1CCC2=O (some centres undefined)	-10%	2%	-2%
CC1Cc2ccccc2N1Cc1nc2scc(-c3cccs3)c2c(=O)[nH]1 (centres undefined)	3%	-5%	-1%
COc1cc2c(C(=O)NC3CCCCCC3)cn(C)c(=O)c2cc1OC	-11%	-1%	-4%
Cc1cccc(-n2c(C)n[nH]c2=S)c1	-6%	-7%	1%
O=C(CSc1ncn[nH]1)NCCCc1ccccc1	0%	-18%	0%
COc1ccc(C2=NO[C@@H]3C(=O)N(Cc4ccccc4)C(=O)[C@H]23)c(OC)c1	2%	-16%	-8%
Cc1ccc(N=Nc2ccc3ccccc3c2O)cc1	?	?	2%
C[C@@H]1CCCCO[C@@H](CN(C)S(=O)(=O)c2ccc(F)cc2)[C@@H](C)CN([C@H](C)CO)C(=O)c2cc(NC(=O)c3ccccc3)ccc2O1	?	?	.
CCc1ccccc1-n1nnnc1SCC(=O)Nc1cc(C)on1	-16%	-16%	-4%
Cc1cccc(CCNS(=O)(=O)c2ccc3c(c2)NC(=O)CS3)c1	1%	-28%	-10%
COCCN(CCOC)C(=O)COC(=O)c1cc([N+](=O)[O-])ccc1Cl	4%	-1%	-9%
O=S1c2ccccc2Sc2ccccc21	-10%	-7%	.
COc1ccc(N(C(=O)c2snc(C(N)=O)c2N)C(C(=O)NC2CCCCC2)c2ccc(F)cc2)c(OC)c1 (centres undefined)	2.9µM*	?	-4%
Cc1cccc(Nc2nnc(-c3ccc(C(=O)N4C[C@H]5C[C@H](C4)c4cccc(=O)n4C5)cc3)c3ccccc23)c1	?	?	-3%
COc1ccc(CNC(=O)c2ccc(S(=O)(=O)N3CCCC3)cc2)cc1OC	-20%	-18%	-1%
Cc1ccc(CNC(=O)CCC2CCCN(Cc3cccc4c3OCO4)C2)o1 (centres undefined)	2%	-1%	-1%

Arranged by length of the SMILES (descending): part of the list above.
SMILES	DT40 TDP1 CPT	DT40 TDP1 no CPT	GCN5L2 inh
COc1ccc(N(C(=O)c2snc(C(N)=O)c2N)C(C(=O)NC2CCCCC2)c2ccc(F)cc2)c(OC)c1 (centres undefined)	2.9µM*	?	-4%
COCCN(CCOC)C(=O)COC(=O)c1cc([N+](=O)[O-])ccc1Cl	4%	-1%	-9%
Cc1ccc(CNC(=O)CCC2CCCN(Cc3cccc4c3OCO4)C2)o1 (centres undefined)	2%	-1%	-1%
O=S1c2ccccc2Sc2ccccc21	-10%	-7%	.

High-throughput results deposited in PubChem by National Center for Advancing Translational Sciences (NCATS).
